Assay outcomes from PubChem.
LDHA inh: LDHA (human) enzyme inhibition. purified LDHA, NADH/diaphorase-resazurin fluorescence; active compounds read low. activity change, % (values are at about 110 or 230 µM). AID 1347041. 480,000 tested, 0.15% active; in the data active = activity change below about -30%; inconclusive = mostly about -25% to -30%;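 note: plate controls were DMSO wells for no effect and wells without enzyme for full effect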
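LDH5 2 nM; NADH 0.06 mM, pyruvate 0.2 mM; 200 mM Tris pH 7.4, EDTA, Tween-20; 5 min RT. Detection: diaphorase 0.133 mg/mL + resazurin 37 µM, fluorescence ex540/em590 at 0 and 20 min; normalized to enzyme-free and DMSO wells.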
D2 PAM: D2 dopamine receptor (human) potentiation | P14416 | HEK293 T-REx D2, calcium flux, EC20 dopamine potentiation | potentiation, % at 10 µM | 340,000 tested, 0.34% active | AID 485347;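 active = potentiation over 3 SD above the plate norm, cut at about 30% in these data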; note: 0% is about no effect
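Potentiation of an EC20 dopamine calcium response is measured in a force-coupled, tetracycline-inducible Hek293 Trex D2 line. Compound-only kinetic reads over 180 s flag agonists before dopamine addition.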
Vif-A3G inh: Vif-A3G binding inhibition. HeLa A3G-eYFP + Vif (tagged APOBEC3G with the HIV-1 protein that degrades it), YFP fluorescence, overnight. Potency, µM (doses to about 46.1 µM), for the others: top-dose activity, negative = active, most hits filed as inhibitors. 410,000 tested, 0.076% active;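 note: potency is the fitted concentration of half-maximal effect; % is set by controls: 0 for no effect and ±100 for the full control effect; nearly all actives have a fitted effect of over 60% in size; hits raise eYFP signal because A3G escapes Vif-driven loss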
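Read-out is eYFP fluorescence (Ex 488/Em 500-530) from Vif-expressing HeLa A3G-eYFP cells; more signal means A3G escaped Vif-mediated degradation. Cells plated overnight, compound pinned in, incubated overnight at 37 deg C.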
RXFP1 agonist: RXFP1 (human) receptor agonism; 370,000 tested, 0.3% active; HEK293T-RXFP1 cAMP TR-FRET, 30 min; response scale: percent of porcine relaxin response, buffer zero; Potency, µM (titrated, usually from 57.5 µM), for inactives: at the highest dose activation, actives largely listed as activators; AID 2676; note: potency is the fitted concentration of half-maximal effect; % is set by controls: 0 for no effect and ±100 for the full control effect; nearly all actives have a fitted effect of over 60% in size; many of its hits are not listed in these tables
Target sequence (Q9HBX9 whole entry, looked up): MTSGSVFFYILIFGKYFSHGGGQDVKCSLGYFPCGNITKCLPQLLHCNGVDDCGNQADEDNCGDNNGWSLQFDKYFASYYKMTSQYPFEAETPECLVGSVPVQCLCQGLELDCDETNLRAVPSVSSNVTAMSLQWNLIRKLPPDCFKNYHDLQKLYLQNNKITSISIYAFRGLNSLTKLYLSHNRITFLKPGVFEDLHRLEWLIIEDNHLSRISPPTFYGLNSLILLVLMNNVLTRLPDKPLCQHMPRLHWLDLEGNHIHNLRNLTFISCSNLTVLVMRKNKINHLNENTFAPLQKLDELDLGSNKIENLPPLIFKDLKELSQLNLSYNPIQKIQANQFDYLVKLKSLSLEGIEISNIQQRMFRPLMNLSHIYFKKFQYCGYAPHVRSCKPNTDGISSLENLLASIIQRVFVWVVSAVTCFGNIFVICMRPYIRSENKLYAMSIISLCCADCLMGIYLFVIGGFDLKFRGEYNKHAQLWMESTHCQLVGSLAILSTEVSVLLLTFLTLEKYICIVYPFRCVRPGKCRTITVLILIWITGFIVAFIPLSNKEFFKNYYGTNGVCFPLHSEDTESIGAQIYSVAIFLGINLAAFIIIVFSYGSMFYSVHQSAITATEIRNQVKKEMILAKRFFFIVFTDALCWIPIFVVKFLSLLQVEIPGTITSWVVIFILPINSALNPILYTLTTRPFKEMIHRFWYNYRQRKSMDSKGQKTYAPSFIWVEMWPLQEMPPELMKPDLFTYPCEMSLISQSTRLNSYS
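HEK293T cells stably expressing RXFP1 were pretreated with the PDE4 inhibitor Ro 20174, exposed to compounds for 30 min at 37C, lysed, and cAMP was read by TR-FRET. Data normalized to buffer (basal) and 29 nM porcine relaxin (100%).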
Vif-APOBEC3F blk: blocks the Vif interaction with APOBEC3F; HeLa A3F-eYFP + Vif (tagged APOBEC3F with the HIV-1 protein that degrades it), YFP fluorescence increase; Potency, µM (series often up to 46.1 µM), without a hit: at the highest dose activity, negative = active; 390,000 tested, 0.2% active; AID 602313; note: potency is the fitted concentration of half-maximal effect; % of control where 0% means no effect; nearly all actives have a fitted effect of over 65% in size
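HeLa cells stably expressing Vif plus C-terminally eYFP-tagged A3F were seeded, incubated overnight at 37 deg C, dosed with compound, incubated overnight again at 37 deg C. Yellow fluorescence (Ex 488/Em 500-530) reported blocked Vif-mediated A3F-eYFP degradation.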
D1 potentiator: potentiators of human D1 dopamine receptor; 360,000 tested, 0.036% active; AID 504651; P21728; HEK293 TREx D1 cells, calcium flux, dopamine EC20 potentiation; potentiation, % at 10 µM; in the data active = potentiation above about 30%; note: 0% is about no effect
D1 agonist: activates the human D1 dopamine receptor. 360,000 tested, 1% active. HEK293 T-REx D1 cells, calcium flux, agonist mode. AID 504660. activation, % at 2 µM. P21728; in the data active = activation above about 30%; note: 0% is about no effect
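Agonism was scored from calcium flux recorded over 180 s (1 read/s) after pintool compound addition, following a 10-cycle baseline. Cells were inducible force-coupled HEK293 TREx D1, plated overnight at 30 C and loaded with no-wash calcium dye.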
D1 antagonist: blocks dopamine activation of the human D1 receptor; HEK293 TREx D1 cells, calcium flux, dopamine EC80; active compounds read low; AID 504652; 360,000 tested, 3.2% active; activity change, negative = inhibition, % at 10 µM; P21728; in the data active = activity change below about -30%; note: % is set by controls: 0 for no effect and ±100 for the full control effect
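After overnight tetracycline induction at 30 C, force-coupled D1 HEK293 cells took up a no-wash calcium dye at room temperature. Compounds were added and monitored 180 s, and the response to EC80 dopamine was then recorded.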
GRP78 ERSR act: inducers of ER stress response in human glioma cells | Potency, µM, inactives show at the top dose activation, most hits filed as activators | U87-MG GRP78 promoter luciferase reporter, 16 h | 420,000 tested, 0.02% active; note: potency is the fitted concentration of half-maximal effect; series mostly up to about 76 µM; % of control where 0% means no effect; nearly all actives have a fitted effect of over 35% in size
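ERSR induction read as luciferase luminescence (Bright-Glo, 10 min at room temperature) in stably transfected human U87-MG glioma cells exposed to compounds for 16 h, using GRP78 as sensor.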
The depositor's hits bear a star; & = joins results of further samples. Unless noted, calls come from the whole dose curve; as a rule, active = well fitted curve in the direction sought with a large enough effect; inconclusive = small, poorly fitted or top-dose-only effect, or another doubt; inactive = no such curve, though single readings can be large; an effect the other way counts as inactive or inconclusive.

Screening CN(C)S(=O)(=O)n1cc(/C=C(\NC(=O)c2ccccc2)C(=O)NCCCn2ccnc2)c2ccccc21 returned LDHA inh -0.6&-1.6, D2 PAM -3.3&-0.1, Vif-A3G inh 1.1%&2.3%, RXFP1 agonist 0.2%&0.4%, Vif-APOBEC3F blk 5.4%&9.2%, D1 potentiator -3.6&2.1, D1 agonist 1.7&1.4, D1 antagonist -7.2&1.3 and GRP78 ERSR act -2.3%&-2.1%.
`CCc1cccc(CC)c1NC(=O)CN(CC(=O)O)CC(=O)O` gave LDHA inh -10.4, D2 PAM -8.9, Vif-A3G inh -0.6%, RXFP1 agonist -0.1%, Vif-APOBEC3F blk -0.7%, D1 potentiator -5.2, D1 agonist -1.2, D1 antagonist -17.1 and GRP78 ERSR act -4.6%&-1.4%.
Screening CC(C)(C)NCC(O)COc1cccc2c1CC(O)C(O)C2 (configuration not stated) returned LDHA inh -7.2, D2 PAM 5.1, Vif-A3G inh 0.2%, RXFP1 agonist -0.5%, Vif-APOBEC3F blk 1.1%, D1 potentiator -4.0, D1 agonist -0.7, D1 antagonist 22.0 and GRP78 ERSR act -0.8%&-5.0%.
`C[C@@H]1C[C@H]2[C@@H]3CCC4=CC(=O)C=C[C@]4(C)[C@@]3(Cl)[C@@H](O)C[C@]2(C)[C@@]1(OC(=O)c1ccco1)C(=O)CCl` gave LDHA inh -20.1, D2 PAM 11.7, Vif-A3G inh inconclusive, RXFP1 agonist -2.0%, Vif-APOBEC3F blk inconclusive, D1 potentiator 1.1, D1 agonist 8.5, D1 antagonist 5.3 and GRP78 ERSR act -2.8%.
For N=c1nc(N2CCCCC2)cc(N)n1O the results were LDHA inh -5.1&-2.4, D2 PAM 4.5, Vif-A3G inh -1.6%&1.5%, RXFP1 agonist -0.5%, Vif-APOBEC3F blk -0.1%&6.3%, D1 potentiator 1.1, D1 agonist 1.6, D1 antagonist 12.7 and GRP78 ERSR act -2.2%&1.1%&-2.5%&-3.2%&-3.2%&-3.9%&-3.8%&-3.7%.
Cc1cc(=O)oc2cc(O)ccc12 was read as LDHA inh 5.1, Vif-A3G inh 0.7%, Vif-APOBEC3F blk 2.8% and GRP78 ERSR act -2.6%&-2.5%.
CC(C)NNC(=O)c1ccncc1 was read as LDHA inh -2.8, D2 PAM -5.7, Vif-A3G inh -2.0%, RXFP1 agonist 3.1%, Vif-APOBEC3F blk 1.5%, D1 potentiator 0.8, D1 agonist 2.4, D1 antagonist -11.2 and GRP78 ERSR act 2.1%&-3.0%&-1.4%&-0.3%.
CCOC(=O)c1sc(NC(=O)c2c(-c3ccccc3)c(-c3ccccc3)nn(C)c2=O)nc1C was read as LDHA inh -1.2, D2 PAM 4.2, Vif-A3G inh -4.6%, RXFP1 agonist -1.7%, Vif-APOBEC3F blk 1.4%, D1 potentiator 1.9, D1 agonist 0.3, D1 antagonist 15.5 and GRP78 ERSR act -3.0%.
For Cc1scc2c1N(C(=O)CN1CCN(C)CC1)c1ccccc1NC2=O the results were LDHA inh -1.5, D2 PAM 2.2, Vif-A3G inh -1.1%, RXFP1 agonist 1.5%, Vif-APOBEC3F blk -1.9%, D1 potentiator -4.6, D1 agonist 6.5, D1 antagonist -3.7 and GRP78 ERSR act 1.2%&-6.3%&-4.9%&-3.5%&-4.0%&-2.6%.
Screening CCc1ccccc1OC[C@@H](O)CN[C@H]1CCCc2ccccc21 returned LDHA inh -8.0, D2 PAM -13.4, Vif-A3G inh -10.3%, RXFP1 agonist 1.0%, Vif-APOBEC3F blk 9.3%, D1 potentiator 26.5, D1 agonist 97.3*, D1 antagonist -51.8* and GRP78 ERSR act -10.5%&-4.2%.
O=C(Nc1cc(-c2ccccc2)nn1-c1ccccc1F)c1ccc([N+](=O)[O-])cc1 was read as LDHA inh -0.3, Vif-A3G inh -8.2%, RXFP1 agonist 1.8%, Vif-APOBEC3F blk -4.9%, D1 potentiator -7.2, D1 agonist 3.4, D1 antagonist -3.8 and GRP78 ERSR act -4.3%.
`Cc1nc2c3ccccc3nc(NNC(=O)CCC(=O)N3CCN(c4ccccc4F)CC3)n2n1` gave LDHA inh -0.9&0.8, D2 PAM 0.5&8.1, Vif-A3G inh 0.4%&-1.8%, RXFP1 agonist 2.7%&5.8%, Vif-APOBEC3F blk -1.5%&-3.1%, D1 potentiator -1.1&1.1, D1 agonist 1.3&1.2, D1 antagonist -8.6&3.3 and GRP78 ERSR act 2.4%&-2.6%.
C/C(=N\NC(=S)NCc1ccccc1)C1CCCCC1 was read as LDHA inh -1.0, D2 PAM 1.4, Vif-A3G inh 0.1%, RXFP1 agonist 2.1%, Vif-APOBEC3F blk inconclusive, D1 potentiator -4.0, D1 agonist -3.2, D1 antagonist 20.0 and GRP78 ERSR act 12.1%.
For CCCCCCCCCCCCCCCC(O)C(N)CO (configuration not stated) the results were LDHA inh -4.2, D2 PAM 7.2, Vif-A3G inh -2.0%, RXFP1 agonist -1.2%, Vif-APOBEC3F blk 0.5%, D1 potentiator 0.4, D1 agonist -1.1, D1 antagonist 6.9 and GRP78 ERSR act -1.2%.
Screening CC(C)(C)NCC(O)COc1cccc2c1C[C@H](O)[C@H](O)C2 (some centres not stated) returned LDHA inh -4.0, D2 PAM 3.8, Vif-A3G inh 2.2%, RXFP1 agonist -1.4%, Vif-APOBEC3F blk -2.1%, D1 potentiator 8.5, D1 agonist 1.4, D1 antagonist 4.7 and GRP78 ERSR act -2.6%.
`O=C(c1ccccn1)N(Cc1cccs1)C1(C(=O)NC2CCCCC2)CCCCC1` gave LDHA inh -5.8, D2 PAM 10.8, Vif-A3G inh 2.2%, RXFP1 agonist -0.8%, Vif-APOBEC3F blk 0.8%, D1 potentiator -3.6, D1 agonist 1.4, D1 antagonist -17.4 and GRP78 ERSR act -3.1%.
Screening CCOC(=O)c1ccc(NC(=O)c2cc(=O)c3ccc(C)c(C)c3o2)cc1 returned LDHA inh 3.1&-7.7, D2 PAM 2.9, Vif-A3G inh 3.6%, RXFP1 agonist 0.4%, Vif-APOBEC3F blk -12.4%, D1 potentiator -0.7, D1 agonist -1.1, D1 antagonist 0.3 and GRP78 ERSR act -1.8%.
CN[C@@H]1[C@H](O)[C@H](NC)[C@H]2O[C@@]3(O)C(=O)C[C@@H](C)O[C@H]3O[C@@H]2[C@H]1O was read as LDHA inh -1.6, D2 PAM 0.7, Vif-A3G inh 3.2%, RXFP1 agonist -0.9%, Vif-APOBEC3F blk 0.7%, D1 potentiator -3.5, D1 agonist 1.7, D1 antagonist 13.4 and GRP78 ERSR act -0.7%&-1.4%.
For CC(=O)Oc1ccc2c(C)cc(=O)oc2c1 the results were LDHA inh -3.6, D2 PAM -10.7, Vif-A3G inh -6.3%, RXFP1 agonist 11.5%, Vif-APOBEC3F blk 7.2%, D1 potentiator -1.6, D1 agonist 0.0 and GRP78 ERSR act -3.8%.
For CC(=O)OCC(=O)[C@@]1(O)CC[C@H]2[C@@H]3CCC4=CC(=O)C=C[C@]4(C)[C@@]3(F)[C@@H](O)C[C@@]21C the results were LDHA inh -0.1, D2 PAM -3.9, Vif-A3G inh 4.0%, RXFP1 agonist -1.0%, Vif-APOBEC3F blk 2.4%, D1 potentiator -4.2, D1 agonist -1.2, D1 antagonist -18.8 and GRP78 ERSR act -2.5%.
CC(Cc1cccc(C(F)(F)F)c1)NCCOC(=O)c1ccccc1 (configuration not stated) was read as LDHA inh -6.4&-6.4, D2 PAM -27.2&-24.4, Vif-A3G inh -0.4%&-0.6%, RXFP1 agonist -0.6%&-1.6%, Vif-APOBEC3F blk -1.1%&4.2%, D1 potentiator 7.0&2.3, D1 agonist 10.3&9.1, D1 antagonist 0.4&0.4 and GRP78 ERSR act -1.2%&-5.0%&-5.8%.
For COc1cc(C2Oc3cc(C4Oc5cc(O)cc(O)c5C(=O)C4O)ccc3OC2CO)ccc1O (configuration not stated) the results were LDHA inh -4.2, D2 PAM 3.6, Vif-A3G inh -12.2%, RXFP1 agonist 1.6%, Vif-APOBEC3F blk -0.7%, D1 potentiator -3.1, D1 agonist 0.4, D1 antagonist 5.7 and GRP78 ERSR act -3.5%&-0.4%.
CCC(C(=O)Nc1ccccc1N1CCCC1)c1ccccc1 (configuration not stated) was read as LDHA inh 1.4, D2 PAM 2.1, Vif-A3G inh 0.3%, RXFP1 agonist -0.2%, Vif-APOBEC3F blk 3.3%, D1 potentiator -0.1, D1 agonist -0.4, D1 antagonist -2.9 and GRP78 ERSR act -6.2%.
`CC(C)OCc1cc(CN2CCN(c3ccccc3)CC2)c(O)c2ncccc12` gave LDHA inh 5.5, D2 PAM 10.3, Vif-A3G inh -0.6%, RXFP1 agonist -0.8%, Vif-APOBEC3F blk -27.4%, D1 potentiator -3.2, D1 agonist -1.5, D1 antagonist -0.1 and GRP78 ERSR act -3.7%.
Screening O=C(NC1CCN(CCc2c[nH]c3ccccc23)CC1)c1ccccc1 returned LDHA inh 0.4, D2 PAM 2.6, Vif-A3G inh -1.7%, RXFP1 agonist 0.4%, Vif-APOBEC3F blk 1.4%, D1 potentiator -17.8, D1 agonist 67.3*, D1 antagonist -83.0* and GRP78 ERSR act -3.8%&-4.9%.
CCCCN(CCCC)CCCOC(=O)c1ccc(N)cc1 was read as LDHA inh 2.7, D2 PAM -22.4, Vif-A3G inh 2.4%, RXFP1 agonist 1.7%, Vif-APOBEC3F blk 5.8%, D1 potentiator -3.5, D1 agonist 1.2, D1 antagonist -12.0 and GRP78 ERSR act 0.7%&-4.1%&-4.3%.
CN(C)CCCSc1ccccc1NC(=O)/C=C/c1ccccc1 was read as D2 PAM -22.6, RXFP1 agonist -0.2%, D1 potentiator -2.8, D1 agonist 8.6, D1 antagonist -11.4 and GRP78 ERSR act 0.8%.
For O=C1NC(=S)S/C1=C\C=C\c1ccc([N+](=O)[O-])o1 the results were LDHA inh 16.2, D2 PAM 5.1, Vif-A3G inh inconclusive, RXFP1 agonist -0.7%, Vif-APOBEC3F blk inconclusive, D1 potentiator 10.1, D1 agonist 21.9, D1 antagonist 19.9 and GRP78 ERSR act -16.3%.

An excerpt. The share of hits here may be higher or lower than overall.
